# Bioassay records deposited in PubChem BioAssay by several laboratories.
# ERa SRC1 pot: ER-alpha (human) coactivator binding potentiation | P03372 | TR-FRET ERalpha-LBD/SRC-Cy5 coactivator binding, 2 h; 100 = basal binding, no effect | coactivator binding (% of control), % at 25.6 µM | actives 1.3% (n = 86,000) | AID 639; in the data active means activity above about 200%;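 further: binding measured in presence of low estradiol as agonist stimulus; 0% = peptide alone without receptor and 100% = receptor with peptide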
# Target sequence (P03372 whole entry, looked up, the tested form may be a part): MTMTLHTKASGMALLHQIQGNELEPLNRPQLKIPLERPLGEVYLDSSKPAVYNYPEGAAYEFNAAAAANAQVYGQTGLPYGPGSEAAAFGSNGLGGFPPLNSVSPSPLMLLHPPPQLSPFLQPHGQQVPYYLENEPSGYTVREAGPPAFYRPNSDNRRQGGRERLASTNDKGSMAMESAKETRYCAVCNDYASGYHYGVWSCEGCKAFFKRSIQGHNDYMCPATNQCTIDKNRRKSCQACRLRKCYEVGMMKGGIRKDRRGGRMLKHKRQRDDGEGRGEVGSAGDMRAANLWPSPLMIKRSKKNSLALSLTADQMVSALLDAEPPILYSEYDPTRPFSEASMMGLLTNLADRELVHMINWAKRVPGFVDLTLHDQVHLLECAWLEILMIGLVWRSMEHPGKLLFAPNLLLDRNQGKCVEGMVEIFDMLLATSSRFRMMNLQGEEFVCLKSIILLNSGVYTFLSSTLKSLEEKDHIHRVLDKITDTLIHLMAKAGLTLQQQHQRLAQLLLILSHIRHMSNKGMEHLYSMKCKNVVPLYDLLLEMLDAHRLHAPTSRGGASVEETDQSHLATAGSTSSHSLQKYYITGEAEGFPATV
# CYP2C19 act: cytochrome P450 2C19 (human) activation; recombinant CYP2C19, luciferin-H EGE luminescence; hits give high values; 0 = fully inhibited enzyme, 1 = untreated enzyme; activation factor at 5 µM; 96,000 tested, under 10 active;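 active means activation factor of at least 2 at 5 µM in the primary screen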;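 further: 0 = wells with 2.5 mM tranylcypromine and 1 = vehicle-only wells; values of inactives mirror those of a sister screen read the other way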
# Target sequence (P33261 whole entry, looked up): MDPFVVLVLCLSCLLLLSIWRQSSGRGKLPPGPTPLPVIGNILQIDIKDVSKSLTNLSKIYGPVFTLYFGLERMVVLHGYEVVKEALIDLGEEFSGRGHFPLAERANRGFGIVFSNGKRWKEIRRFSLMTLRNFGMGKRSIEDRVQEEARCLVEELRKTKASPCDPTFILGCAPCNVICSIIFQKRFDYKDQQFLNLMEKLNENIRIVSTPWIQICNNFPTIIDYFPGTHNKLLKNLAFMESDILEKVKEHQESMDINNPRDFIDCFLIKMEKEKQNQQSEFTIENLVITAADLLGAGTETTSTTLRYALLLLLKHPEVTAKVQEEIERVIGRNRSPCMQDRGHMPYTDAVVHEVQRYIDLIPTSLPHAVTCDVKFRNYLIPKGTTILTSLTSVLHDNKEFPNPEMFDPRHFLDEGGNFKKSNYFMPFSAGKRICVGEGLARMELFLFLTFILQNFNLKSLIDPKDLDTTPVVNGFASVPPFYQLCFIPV
# HUVEC inhibit: human endothelial cell proliferation inhibition; HUVEC proliferation, CellTiter-Glo luminescence, 72 h; hits give low values; viability, % at 10 µM (by protocol); actives 1.1% (n = 86,000);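 active means viability at or below 30%; inactive means viability above 30%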;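 further: 100% = median luminescence of DMSO-only cell control wells on each plate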
# Mac1 fbg inh: CD11b/CD18-fibrinogen binding inhibition; actives 0.54% (n = 93,000); K562 CD11b/CD18 adhesion to fibrinogen, ATPlite luminescence; Mn2+ added to activate the integrin; inhibition, % at 10 µM; P05107+P11215;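 active means primary inhibition of 50% or more at 10 µM, then 40% or more on retest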; further: some results filed as inactive read as strong as hits
# CYP2C19 inh: inhibitors of human CYP2C19 | P33261 | CYP2C19 Supersomes, luciferin-H EGE luminescence, 30 min | inhibition, % at 5 µM | actives 21% (n = 96,000);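 active means CYP2C19 inhibition above a set limit at 5 µM in the primary screen, cut at about 50% in these data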;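 further: plate controls were negative control wells for no effect and 2.5 mM tranylcypromine positive control for full effect; values of inactives mirror those of a sister screen read the other way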
# H69AR inhibit: growth inhibitors of human H69AR lung tumor cells. H69AR lung tumor viability, ATP luminescence, 72 h; hits give low values. viability, % at 10 µM. actives 6% (n = 85,000). AID 598;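 active means viability at or below 40%; inactive means viability above 40%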;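 further: multidrug resistant small cell line overexpressing MRP-1 efflux transporter; 100% = mean luminescence of untreated control wells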
# Lung fibro prol: blocks proliferation of human lung fibroblasts. LL 47 human lung fibroblast viability, ATP luminescence; hits give low values. actives 1.1% (n = 85,000). viability, % at 10 µM;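 active means viability at or below 50% in the single dose screen; inactive means viability above 50%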;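 further: compound exposure lasted 72 h before the ATP readout; 100% = median luminescence of untreated cell-only wells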
#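 Benchmarks: Cell-only wells, no compound | Test system: LL 47 human lung fibroblasts, passage 12 or lower | Input: 1,150 cells/well | Measured by: CellTiter-Glo luminescence measuring cellular ATP | Medium: IMEM, 15% FBS supplement | Schedule: Overnight attachment after seeding, then 72 h compound exposure at 37 °C | Doses: Compound addition at 0.1% DMSO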
# ERa SRC1 inh: blocks coactivator binding to human estrogen receptor alpha. P03372. TR-FRET ER-alpha LBD / SRC-1 peptide, estradiol-bound. inhibition, % at 25.6 µM. actives 1.7% (n = 86,000). AID 629; in the data active means inhibition above about 50%;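 further: 0% = receptor plus peptide control and 100% = peptide only without receptor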
# CD11b adhes enh: CD11b/CD18-fibrinogen binding enhancement; K562 CD11b/CD18 adhesion to fibrinogen, ATPlite luminescence; activation, % at 10 µM; actives 0.07% (n = 93,000); P05107+P11215;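 active means 10 µM primary screen giving 50% or more activity, confirmed by 40% or more on retest at that dose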; further: strong numbers were not always called active
# Numbers without * were called inactive; nt = not tested or not shown; [ ] = another dose, or the depositor's remark. Outcome played no part in choosing rows. Share with any hit: about 26%.
SMILES,ERa SRC1 pot,CYP2C19 act,HUVEC inhibit,Mac1 fbg inh,CYP2C19 inh,H69AR inhibit,Lung fibro prol,ERa SRC1 inh,CD11b adhes enh
CC(Sc1nnnn1C)C(=O)Nc1ccc(N2CCOCC2)cc1 (stereo not drawn),71.3[fluorescence artefact?],1.1,105.3,-0.6,-7.5,100.3,98.3,-0.1,-1.0
Cn1cccc1/C=N/n1c(-c2ccc(Cl)cc2Cl)n[nH]c1=S,nt,1,nt,1.7,-1.2,nt,nt,nt,-0.5
C=CCn1c(SCc2nc(N)nc(N3CCCCC3)n2)nnc1-c1ccco1,101.0,0.4,97.5,2.8,58.8*,77.9,94.8,2.8,-3.7
Cc1cc(N2CCC(C(=O)N3CCN(c4cccc(C)c4C)CC3)CC2)n2ncnc2n1,117.0,1.1,105.7,22.5,-8.9,68.3,92.3,6.9,-2.3
Cc1cc(NC(=O)Cn2c(=O)c3c(ncn3CC(C)C)n(Cc3ccccc3)c2=O)no1,111.0,0.5,101.1,13.7,49.2,47.3,103.5,-1.3[fluorescence artefact?],-0.4
Cc1ccn2cc(CNS(=O)(=O)c3ccc4c(c3)OCCO4)nc2c1,107.2,0.8,94.3,-41.7,17.0,93.1,107.8,-7.9,-5.3
Fc1ccc(NC(=S)NN=C2CCCCCC2)cc1,109.0,0.9,88.4,1.1,9.7,83.3,90.4,-2.9,-0.6
Cc1cc(NC(=O)C2C3C(=O)N(Cc4ccc(Cl)cc4)C(C(=O)NCc4ccccc4)C34C=CC2(C)O4)no1 (stereo not drawn),102.6,0.6,91.6,4.7,40.0,97.6,96.3,-6.2,0.1
Cc1ccc(OCC(=O)NCc2ccccn2)c(Br)c1,93.5,0.4,94.8,0.7,61.2*,88.3,98.8,-1.9,0.0
Cc1ccccc1-c1nc(CS(=O)CC(=O)NCCN2CCN(Cc3ccccc3)CC2)c(C)o1 (stereo not drawn),109.8,0.9,92.5,nt,9.4,89.5,105.0,-13.3,nt
O=C(O)CC1(c2ccccc2)C(=O)c2ccccc2C1=O,116.2,1,99.8,15.8,0.5,99.8,101.3,-6.0,-2.8
CCN(CC)CCCNC(=O)C1CCC(=O)N(c2ccc(OC)cc2)C1c1ccc(F)cc1 (stereo not drawn),102.2,1.2,88.2,nt,-20.7,nt,110.0,11.1,nt
CC(=O)c1c(C)[nH]c(C(=O)NC2CCCCC2)c1C,nt,1,nt,5.1,4.2,nt,nt,nt,0.1
COc1cccc(NC(=O)COC(=O)c2nc3nccc(C)n3n2)c1,44.0[fluorescence artefact?],0.9,96.6,nt,9.5,87.7,99.3,2.4,nt
CCn1c(CSc2nc(C)cc(C)n2)nnc1SCC(=O)Nc1cccc2ccccc12,92.5,0.9,86.7,6.1,5.0,86.3,91.0,0.9,3.7
Cc1ccccc1NC(=O)NCCN1C(=O)C2C3C=CC(C3)C2C1=O (stereo not drawn),nt,0.5,nt,9.2,50.2*,nt,nt,nt,-6.5
COc1cccc(Nc2ncccc2C(=O)NCc2ccccc2)c1,111.2,0.8,89.5,-10.6,22.3,77.8,104.0,-5.7,9.6
COC(=O)c1ccccc1NC(=O)COc1ccc(S(=O)(=O)N2CCCC2)cc1C,106.2,1,80.4,52.0,0.4,53.2,94.3,-11.2,4.6
Cn1nc(SCC(=O)O)sc1=S,49.7,1,94.0,-6.7,2.3,90.1,101.9,69.9*[fluorescence artefact?],-0.9
O=C(Cn1cnc2ccccc21)OCC(=O)N1CCCc2ccccc21,129.1,0.9,100.0,-14.7,14.2,73.1,89.1,-3.7,-3.6
COc1ccc(N(CC(=O)Nc2cccc(N(C)S(C)(=O)=O)c2)S(C)(=O)=O)cc1OC,112.1,1,96.6,-1.7,3.2,98.8,95.2,-3.4,-2.8
COC(=O)c1ccc(C(=O)OC)nc1,84.0[fluorescence artefact?],0.8,106.8,1.2,21.0,95.3,100.8,7.2,0.6
O=C(CS(=O)(=O)c1cn(Cc2ccc(Cl)cc2)c2ccccc12)N1CCCCC1,82.2[fluorescence artefact?],1.1,105.0,3.8,-14.3,86.0,106.7,1.2,2.9
CCC(=O)c1cn(CC(=O)NCC2CCCO2)c2ccccc12 (stereo not drawn),119.8,0.7,90.3,-6.5,30.5,97.6,95.6,-26.9,2.0
CCOc1ccccc1NC(=O)C1CCN(S(=O)(=O)c2c(C)nn(C)c2C)CC1,122.5,0.6,104.2,-4.2,44.7,106.7,100.7,-4.7,-2.0
N#Cc1ccc(CSc2nnc(-c3ccccn3)n2-c2ccc(Cl)cc2)cc1,111.2,0.8,101.6,6.2,18.3,62.0,94.7,-7.2,-6.2
CCCCOc1ccc(-c2nnn(CCC(=O)N3CCOCC3)n2)cc1,110.8,0.7,90.3,3.5,25.5,100.9,119.6,17.2,-1.7
CCCCn1c(=N)n(CC(=O)C(C)(C)C)c2ccccc21,89.8,1,106.5,-0.2,-3.7,88.7,87.0,-21.3,-1.1
COc1cc(CNC2CCCC2)cc(Cl)c1OCc1ccccc1F,nt,0,nt,46.9,95.7*,nt,nt,nt,1.4
O=C(COC(=O)CCC(=O)c1ccc(F)cc1)Nc1ccc(N2CCOCC2)cc1,99.5,0.8,91.6,-13.8,15.5,98.9,nt,13.3[fluorescence artefact?],0.6

# Sorted by length of the SMILES (low to high): some entries from above
SMILES,ERa SRC1 pot,CYP2C19 act,HUVEC inhibit,Mac1 fbg inh,CYP2C19 inh,H69AR inhibit,Lung fibro prol,ERa SRC1 inh,CD11b adhes enh
Cn1nc(SCC(=O)O)sc1=S,49.7,1,94.0,-6.7,2.3,90.1,101.9,69.9*[fluorescence artefact?],-0.9
O=C(CS(=O)(=O)c1cn(Cc2ccc(Cl)cc2)c2ccccc12)N1CCCCC1,82.2[fluorescence artefact?],1.1,105.0,3.8,-14.3,86.0,106.7,1.2,2.9
Cc1cc(N2CCC(C(=O)N3CCN(c4cccc(C)c4C)CC3)CC2)n2ncnc2n1,117.0,1.1,105.7,22.5,-8.9,68.3,92.3,6.9,-2.3

# More structures follow:
SMILES,ERa SRC1 pot,CYP2C19 act,HUVEC inhibit,Mac1 fbg inh,CYP2C19 inh,H69AR inhibit,Lung fibro prol,ERa SRC1 inh,CD11b adhes enh
Cc1ccc(NC(=O)N/C=C/c2ccco2)c(C)c1,nt,0.2,nt,-1.4,76.4*,nt,nt,nt,3.1
COc1cccc(-n2c(COc3ccc(C)cc3)nnc2SCC(N)=O)c1,88.2,0.3,98.4,-6.9,66.7*,108.3,104.7,31.3[fluorescence artefact?],-3.1
CCC(CC)c1nnc(NC(=O)c2c(-c3ccccc3)noc2C)s1,94.3,0.8,98.6,0.7,19.2,76.3,100.8,0.7,0.3
COc1ccc(C2NC(=O)NC(O)(C(F)(F)F)C2C(=O)c2ccc(C)cc2)cc1 (stereo not drawn),121.4,0.5,98.5,2.8,46.8,89.2,91.6,-7.3,-3.4
COc1ccccc1-c1nnc(SCC(=O)Nc2ccc(S(N)(=O)=O)cc2)n1C,94.4,0.6,91.5,-34.2,38.0,86.0,103.5,20.2,4.4
Cc1ccc(-n2ncc3c(=O)n(Cc4cccnc4)cnc32)cc1,65.2[fluorescence artefact?],0.7,112.8,8.9,26.5,89.4,103.3,10.1,-0.3
COc1ccc(N2C(=O)C3CCCN3C2c2cccc(OC)c2OC)cc1 (stereo not drawn),107.8,0.9,81.2,-10.0,12.5,91.4,106.3,-6.2,-0.7
CN1C(=O)CS(=O)c2ccc(C(=O)NC3CC3)cc21 (stereo not drawn),110.4[fluorescence artefact?],1,105.0,-8.0,-0.4,103.7,93.9,-4.9,-0.4
Cc1cccc(Cn2c(=O)n(-c3ccc(CC(=O)NCc4ccco4)cc3)c(=O)c3sccc32)c1,122.1,1.2,88.8,1.0,-15.1,20.3*,86.8,29.4[fluorescence artefact?],0.4
CN(C)c1nc(N2CCN(c3ccccc3)CC2)c(C#N)c(=O)o1,nt,0,nt,-9.9,97.1*,nt,nt,nt,-5.4
Cc1ccc(-n2c(SCC(=O)N3CCOCC3)nnc2-c2ccncc2)cc1,112.0[fluorescence artefact?],0.3,102.3,-14.3,72.2*,78.5,105.0,3.1,-4.3
Cc1cc(OCC(=O)Nc2ccc3c(c2)OCCO3)ccc1Cl,116.0,0.8,81.2,-20.2,17.0,95.9,101.2,-6.3[fluorescence artefact?],1.3
CC(C)(C)C(=O)NCCN1CCN(C(=O)C(C)(C)C)CC1,103.2,nt,94.1,nt,nt,99.0,94.1,-9.1,nt
CC(C)n1c(NCc2cc(Cl)ccc2O)nc2ccccc21,64.4[fluorescence artefact?],0.8,81.0,5.8,16.8,61.3,95.3,17.2[fluorescence artefact?],4.8
CCCCN(Cc1ccco1)C(=O)Cn1ncc2c(=O)oc3ccc(C)cc3c21,nt,0.7,nt,-9.3,28.9,nt,nt,nt,4.0
Cc1ccnc(-n2c(CCN3C(=O)c4ccccc4C3=O)nc3ccccc3c2=O)c1,101.1,0.4,120.1,-6.5,59.9*,102.6,102.0,0.9,-1.8
COc1ccc(-n2c(N)c(C(=O)NCC3CCCO3)c3nc4ccccc4nc32)c(OC)c1 (stereo not drawn),106.4,0.7,66.7,-2.2,26.7,39.5*,87.4,-2.9,-2.5
COc1ccccc1NC(=O)c1cccs1,nt,1,nt,-9.9,4.1,nt,nt,nt,-0.7
CCOC(=O)N1CCC(N2CC34C=CC(O3)C(C(=O)Nc3ccc(C)cc3)C4C2=O)CC1 (stereo not drawn),113.2,1,85.6,1.4,0.3,90.5,94.7,-4.9,-3.6
Cc1ccccc1-n1nc(C)c2cc(C(=O)N3CCN(S(=O)(=O)c4ccc(F)cc4)CC3)sc21,111.0,0.9,97.3,7.9,11.0,84.4,91.3,-2.0,-1.7
CC(NC(=O)c1cc2ccccc2o1)c1cccs1 (stereo not drawn),97.8,0.2,93.6,4.2,82.4*,96.3,112.1,1.4,-1.7
CCn1cc(C(=O)NC2CC3CCC2C3)c(=O)c2ccc(C)nc21 (stereo not drawn),98.5,0.9,87.7,-9.5,13.2,96.5,98.2,8.5,-4.7
CN(C)CCCNC(=O)c1ccc(-c2nc(-c3ccc(Cl)cc3)cs2)cc1,nt,0.7,nt,45.7,29.6,nt,nt,nt,-2.2
Cc1cc2c(=O)n(CC(=O)N3CCN(c4ccccc4)CC3)cnc2s1,110.7,1.1,123.0,-2.4,-7.3,92.6,110.4,-1.6,-2.5
N#C/C(=C/c1ccc2c(c1)OCO2)C(=O)NCCc1c[nH]c2ccccc12,nt,0.8,nt,8.2,24.3,nt,nt,nt,-5.3
O=C(O)CCCCCNc1nc(=S)[nH]c2ccccc12,104.1,0.9,102.6,4.5,5.7,89.8,101.7,-7.3,1.1
COc1ccc(-c2nnc(-c3cc4ccccc4oc3=O)o2)cc1,156.1,nt,93.1,nt,nt,93.2,103.8,-10.6,nt
O=C(Nc1ccccc1N1CCCC1)c1cc2ccccc2o1,114.8,0.8,95.1,14.9,16.0,61.3,91.7,-1.6[fluorescence artefact?],0.6
O=C(NCC(=O)N(c1cccnc1)C(C(=O)NCc1ccco1)c1ccccc1)c1ccco1 (stereo not drawn),101.5,0.7,102.9,-14.5,27.3,90.2,106.0,-6.4,-3.1
CCOc1cc(CNC(C)C)c(Cl)cc1OCC(=O)NCCc1ccccc1,nt,0.2,nt,7.3,76.7*,nt,nt,nt,-3.0
CCNS(=O)(=O)c1ccc(NC(=O)Nc2cccc(C(F)(F)F)c2)cc1,92.2,1,29.7*,0.8,1.1,9.9*,78.7,-2.9,-0.1
C=CCSC(=C(C#N)C#N)c1cc2c([nH]1)CCCC2,61.7[fluorescence artefact?],0.6,16.9*,103.4,41.5,1.3*,7.4*,4.2[fluorescence artefact?],-9.6
